Compound activity: PubChem BioAssay, National Center for Advancing Translational Sciences (NCATS)
aGal spleen mod: alpha-galactosidase A (human) modulation; 0.008% of 240,000 active; AID 2107; human spleen homogenate, 4MU-alpha-Gal fluorescence, 40 min; Potency, µM (top dose mostly 80 µM), inactives show top-dose activity change, negative = inhibition, usual class: inhibitors;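 also: 0% = enzyme with vehicle and -100% = no enzyme basal signal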
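qHTS titration in buffer at pH 5.0. Alpha-galactosidase activity in spleen homogenate was measured via 4-methylumbelliferone release from 1 mM fluorogenic substrate after 40 min at 37C and a pH 10 stop. AC50 came from Hill fits of control-normalized data.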
GAA glycogen: GAA glycogen-cleavage inhibition or activation. P10253. recombinant GAA, glycogen substrate, Amplex Red glucose oxidase fluorescence. Potency, µM (doses to about 76.4 µM), for inactives: at the highest dose activity change, negative = inhibition, actives largely listed as inhibitors. 0.38% of 300,000 active;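 also: 0% = full enzyme reaction and -100% = no-enzyme basal signal; the screen sought inhibitors and activators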
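Natural-substrate format: glycogen cleavage by 4 nM human enzyme, glucose read by Amplex Red coupling (Ex 573, Em 610 nm). Normalized to enzyme and no-enzyme controls.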
Tau fluor cs: counter-screen for tau fibril formation inhibitors; tau K18 P301L Alexa594 fluorescence, heparin fibrillization; 0.93% of 280,000 active; Potency, µM (highest dose often 57.7 µM), without a hit: at the highest dose activity change, negative = decrease; AID 1463; also: % is scaled to controls: 0 for no effect and ±100 for the full control effect; nearly all actives have a fitted effect of over 55% in size
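Human tau K18 P301L (15 uM unlabeled, 0.24 uM Alexa 594-labeled) in 100 mM sodium acetate pH 7 with 20 uM heparin, 6 hr at 37 C. ThT 30 uM added, 1 hr ambient; Alexa 594 FP and total fluorescence read at 555/632 nm.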
ALDH1A1 inh: ALDH1A1 (human) enzyme inhibition. Potency, µM (highest dose often 75.3 µM), for the others: at the top dose activity, negative = inhibition, hits mostly inhibitors. 7.3% of 220,000 active. Purified ALDH1A1, NADH fluorescence, propionaldehyde substrate. P00352. AID 1030; active = well fitted inhibition curve with a large enough effect, not every such curve was filed as active; inconclusive = small, poorly fitted or top-dose-only effect, or another doubt; inactive = no such curve, though single readings can be large or run the other way;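 also: plate controls were no enzyme wells and a reference inhibitor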
Target sequence (P00352 whole entry, looked up): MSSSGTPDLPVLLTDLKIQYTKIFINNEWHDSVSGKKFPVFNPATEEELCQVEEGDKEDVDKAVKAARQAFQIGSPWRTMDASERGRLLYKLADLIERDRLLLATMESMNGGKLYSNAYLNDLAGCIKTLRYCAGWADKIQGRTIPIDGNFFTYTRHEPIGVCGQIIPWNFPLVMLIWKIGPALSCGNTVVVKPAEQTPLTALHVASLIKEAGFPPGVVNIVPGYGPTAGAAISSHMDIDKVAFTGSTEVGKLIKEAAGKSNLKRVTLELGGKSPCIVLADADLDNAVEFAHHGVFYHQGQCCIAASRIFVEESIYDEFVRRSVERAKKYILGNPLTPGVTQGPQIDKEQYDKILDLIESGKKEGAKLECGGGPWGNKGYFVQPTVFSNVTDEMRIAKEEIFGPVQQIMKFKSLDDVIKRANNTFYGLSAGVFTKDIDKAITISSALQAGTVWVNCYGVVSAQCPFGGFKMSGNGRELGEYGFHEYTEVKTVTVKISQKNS
aGlu spleen mod: inhibitors or activators of human alpha-glucosidase in spleen homogenate. Potency, µM (titrated, usually from 79.9 µM), for inactives: at the top dose activity change, negative = inhibition, actives largely listed as inhibitors. 0.006% of 240,000 active. P10253. human spleen homogenate, 4-MU-alpha-glucoside fluorescence;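 also: 0% = enzyme with vehicle and -100% = no enzyme basal signal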
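Compounds were titrated against alpha-glucosidase in spleen homogenate at pH 5.0, with 1 mM 4-methylumbelliferyl substrate for 40 min at 37 C. Reactions were quenched with pH 10 NaOH/glycine and fluorescence measured.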
NPSR antag: antagonists of human neuropeptide S receptor cAMP signaling. CHO-NPSR cells, cAMP TR-FRET, antagonist mode. Potency, µM (highest dose often 38.3 µM), for the others: at the top dose activity change, negative = inhibition, usual class: inhibitors. 1% of 220,000 active. Q6W5P4; also: % is scaled to controls: 0 for no effect and ±100 for the full control effect; nearly all actives have a fitted effect of over 50% in size; many of its hits are not listed in these tables
Target sequence (Q6W5P4 whole entry, looked up): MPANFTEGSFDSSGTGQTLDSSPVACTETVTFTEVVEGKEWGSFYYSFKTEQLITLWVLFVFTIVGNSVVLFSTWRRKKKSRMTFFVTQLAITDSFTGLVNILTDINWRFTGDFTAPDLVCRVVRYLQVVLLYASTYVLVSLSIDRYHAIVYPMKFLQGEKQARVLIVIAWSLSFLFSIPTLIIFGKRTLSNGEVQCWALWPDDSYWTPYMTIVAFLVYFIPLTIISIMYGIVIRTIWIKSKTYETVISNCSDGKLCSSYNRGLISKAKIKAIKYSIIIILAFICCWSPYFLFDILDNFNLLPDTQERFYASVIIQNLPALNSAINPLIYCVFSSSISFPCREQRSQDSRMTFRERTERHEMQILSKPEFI
Epigenetic derep: epigenetic control regulation, reporter derepression; Potency, µM (doses to about 53.9 µM), without a hit: at the highest dose GFP activation, most hits filed as activators; murine LDR cells, GFP reporter derepression, 30 h; 0.2% of 280,000 active; also: % of control where 0% means no effect; nearly all actives have a fitted effect of over 60% in size
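Reporter derepression read as number of fluorescent GFP-positive objects, 20-120 um in size, counted by laser-scanning cytometer. Mouse LDR line with an epigenetically silenced CMV-GFP locus; compound incubation 30 h, 37 C.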
GAA inh: alpha-glucosidase (human) inhibition. P10253. purified human GAA, 4-MU-alpha-glucoside fluorescence. Potency, µM (titrated, usually from 76.9 µM), without a hit: top-dose activity change, negative = inhibition, hits mostly inhibitors. 0.005% of 200,000 active;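 also: plate controls were uninhibited enzyme wells for no effect and no-enzyme background for full effect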
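Fluorescence at Ex 365/Em 440 nm from 4-methylumbelliferone reported enzyme activity after 20 min at room temperature. Reactions used 4 nM enzyme and 400 uM substrate at pH 5.0; curves fitted with the Hill equation.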
Active calls of the source: *; u = inconclusive; x = not tested or not shown; & = joins results of further samples; [ ] = dose if it differs, or a comment. Unless noted, calls follow the shape of the dose curve; as a rule, active = well fitted curve in the direction sought with a large enough effect; inconclusive = small, poorly fitted or top-dose-only effect, or another doubt; inactive = no such curve, though single readings can be large; an effect the other way counts as inactive or inconclusive. Potency is read from the fitted curve at half-maximal effect. Not all compounds are listed; rates above refer to the full screens.

SMILES	aGal spleen mod	GAA glycogen	Tau fluor cs	ALDH1A1 inh	aGlu spleen mod	NPSR antag	Epigenetic derep	GAA inh
Cc1cc(C)cc(NC(=O)N2CCN(S(C)(=O)=O)CC2)c1	-5%	-10%	5%	3%	-14%	4%	0.9%	1%
CC(C)CCn1c(N)c(S(=O)(=O)c2cccs2)c2nc3ccccc3nc21	u	-13%	u	u	14%	u	4.8%	u
CSc1nc2ccc(NS(=O)(=O)c3cccc(Cl)c3Cl)cc2s1	0%	0%	-5%	u	-5%	-7%[46.1 µM]	1.3%	-3%
Fc1ccc(Cn2nnnc2C(c2cccs2)N2CCN(C3CCCCC3)CC2)cc1 (configuration not stated)	-4%	18%	-2%	6%	-1%	u	5.9%	-9%
CS(=O)(=O)N1CCN(C(=O)c2ccc(-c3ccccc3)cc2)CC1	2%	-3%	14%	-11%	-2%	-3%[46.1 µM]	0.0%	5%
Cc1nc(-c2cccnc2)sc1C(=O)N/N=C/c1ccccc1Cl	-6%	5%	0%	x	2%	-3%	0.0%	x
COc1ccc(-c2cc(C(F)(F)F)n3ncc(C(=O)NCC4CCCO4)c3n2)cc1OC (configuration not stated)	-6%	1%	4%	2%	-8%	-9%[46.1 µM]	u	-1%
CC(C)c1ccc(CC(C)C2C3=C(CCCC3=O)OC3=C2C(=O)CCC3)cc1 (configuration not stated)	-8%	6%	-16%	u	-4%	u	-0.2%	-1%
Cc1nnsc1SCCNC(=O)c1c(F)cccc1F	-6%	-9%	-10%	8%	-7%	-13%[46.1 µM]	4.1%	5%
Cc1cccc(NC(=S)NCCSc2ccc(Cl)cc2)c1	5%	-15%	10µM*[quencher]	-8%	0%	-45%	1.6%	3%
CCCc1cc(C(=O)Nc2ccccc2C(=O)OC)no1	1%	0%	-12%	-11%	1%	-25%[46.1 µM]	-0.8%	-7%
COc1cc2cc(CN(CCCO)S(=O)(=O)c3ccccc3Cl)c(=O)[nH]c2cc1OC	7%	-5%	-15%	u	2%	-25%[46.1 µM]	-0.9%	14%
CCN(CC)c1ccc2ccc(=O)oc2c1	u	-4%	-20%	u	7%	-8%	-5.7%	u
Cn1c(-c2ccccc2)c(/C=N/NC(=O)c2ccc(O)cc2)c2ccccc21	5%	-15%	20µM*[quencher]	-15%	-1%	40%	0.0%	-1%
COc1cc(/C=C(/C#N)C(=O)NCCc2c[nH]c3ccccc23)ccc1OCc1ccccc1F	-8%	2%	-14%	10%	-2%	u	3.8%	6%
Cc1cc(C)n(-c2ccc(F)cc2)c(=O)c1C#N	-5%	6%	-11%	4%	-6%	4%	0.1%	-4%
C/C(=N\S(=O)(=O)c1ccc(C)cc1)N(C)C	-8%	-4%	1%	11%	-14%	-19%	3.8%	-1%
CC(=O)c1cccc(NC(=O)c2cc3nc(C)cc(C)n3n2)c1	-1%	-2%	-9%	u	-14%	u	0.9%	-4%
Clc1ccc(OCc2nn3c(-c4ccco4)nnc3s2)c(Cl)c1	15%	4%	-14%	-9%	-1%	-13%[46.1 µM]	-1.0%	0%
C=CCn1c(SCCOc2ccc(OC)cc2)nnc1C(NC(=O)c1ccc(OC)cc1)C(C)C (configuration not stated)	-10%	-6%	-9%	-3%	-5%	-25%[46.1 µM]	-0.7%	-4%
N#Cc1nc(-c2cccs2)oc1NCCN1CCOCC1	25%	u	-2%	u	5%	-10%[46.1 µM]	0.0%	u
Fc1ccc(Cc2nnc(-c3cccs3)o2)cc1	-4%	2%	0%	-1%	2%	-2%[46.1 µM]	-1.0%	1%
O=C(O)CCCC(=O)N1CCc2cc(S(=O)(=O)N3CCc4ccccc43)ccc21	3%	-9%	-7%	u	0%	-14%[46.1 µM]	-4.1%	-16%
COc1ccc(NC(=O)CSc2nc3c(c(=O)n2-c2ccccc2OC)SCC3)cc1	4%	-1%	-22%	11µM*	-9%	-24%[46.1 µM]	-0.8%	-8%
COC(=O)CN(C#N)c1nc(OC)nc(N(C)C)n1	-6%	9%	5%	-11%	0%	1%[46.1 µM]	0.0%	0%
O=C(/C=C/c1ccc(Cl)cc1)NC(=S)NN1CCCCC1c1cccnc1 (configuration not stated)	-6%	11%	-23%	u	-10%	26%	-3.2%	u
O=C(O)CCN1C(=O)c2ccc(NC(=O)CSCc3ccccc3)cc2C1=O	-6%	1%	5%	1%	2%	6%	0.1%	6%
CCOc1cc(C2C(C(=O)OC(C)C)=C(C)NC3=C2C(=O)CCC3)cc([N+](=O)[O-])c1O (configuration not stated)	5%	-15%	-10%	-1%	1%	-39%	-1.2%	2%
NC(=O)C(CC(=O)O)NC(=O)[C@@H]1CCCNc2c(I)cc([N+](=O)[O-])cc2C(=O)N[C@@H](CO)C(=O)N[C@@H](Cc2ccc(O)cc2)C(=O)N1 (some centres not stated)	1%	8%	-17%	-2%	-20%	8%	7.1%	-1%
Cc1ccc(S(=O)(=O)N2CCCN(S(=O)(=O)c3ccc(C)cc3)CC2)cc1	-2%	-7%	0%	u	-7%	-24%[46.1 µM]	-2.1%	-7%

Compound profiles, as listed above. Order of screens: aGal spleen mod | GAA glycogen | Tau fluor cs | ALDH1A1 inh | aGlu spleen mod | NPSR antag | Epigenetic derep | GAA inh
COc1ccc(NC(=O)CSc2nc3c(c(=O)n2-c2ccccc2OC)SCC3)cc1 reads 4% | -1% | -22% | 11µM* | -9% | -24%[46.1 µM] | -0.8% | -8%
O=C(/C=C/c1ccc(Cl)cc1)NC(=S)NN1CCCCC1c1cccnc1 (configuration not stated) reads -6% | 11% | -23% | u | -10% | 26% | -3.2% | u
NC(=O)C(CC(=O)O)NC(=O)[C@@H]1CCCNc2c(I)cc([N+](=O)[O-])cc2C(=O)N[C@@H](CO)C(=O)N[C@@H](Cc2ccc(O)cc2)C(=O)N1 (some centres not stated) reads 1% | 8% | -17% | -2% | -20% | 8% | 7.1% | -1%
Cc1ccc(S(=O)(=O)N2CCCN(S(=O)(=O)c3ccc(C)cc3)CC2)cc1 reads -2% | -7% | 0% | u | -7% | -24%[46.1 µM] | -2.1% | -7%

Further structures.
SMILES	aGal spleen mod	GAA glycogen	Tau fluor cs	ALDH1A1 inh	aGlu spleen mod	NPSR antag	Epigenetic derep	GAA inh
CC(C)CNC(=O)C(=O)NCCCN1CCOCC1	-9%	8%	1%	-3%	1%	-4%	-2.9%	u
COc1ccc(OCC(=O)Nc2cc(-c3nn(C)c(=O)c4ccccc34)ccc2OC)cc1	8%	1%	-13%	u	-6%	u	5.5%	-4%
O=C(Nc1nc2ccc(S(=O)(=O)N3CCCC3)cc2s1)C1CCCO1 (configuration not stated)	-14%	1%	-5%	u	-7%	-16%[46.1 µM]	0.0%	-13%
O=C(c1ccc(S(=O)(=O)c2ccc(F)cc2)c([N+](=O)[O-])c1)N1CCCCCC1	-9%	12%	-10%	-3%	-10%	4%	0.0%	-18%
COc1ccc(CC2(CO)CCN(CC3=CC[C@H]4C[C@@H]3C4(C)C)CC2)cc1	3%	9%	-10%	-1%	7%	43%	1.1%	u
CCC1CCCCN1c1nc2c(C=O)c(C)nn2c2ccccc12 (configuration not stated)	-9%	15%	-11%	-5%	3%	-29%	0.0%	9%
CNC(=S)N1CCN(C(=O)c2ccco2)CC1	3%	-2%	3%	5%	0%	2%[46.1 µM]	0.0%	0%
CC1CCCCC1NC(=O)/C(C#N)=C/c1ccc(F)c(F)c1 (configuration not stated)	0%	5%	4%	-6%	-3%	-39%	u	-15%
COCCCNc1nc2c(c(=O)[nH]c(=O)n2C)n1CC(O)COc1cccc(C)c1 (configuration not stated)	4%	8%	-7%	9%	1%	-3%[46.1 µM]	0.4%	-6%
COc1ccc2cc(C)c3nnc(SCC(=O)Nc4nc(-c5ccccc5)cs4)n3c2c1	-5%	-10%	-5%	-4%	4%	-6%[46.1 µM]	-2.0%	-3%
Cc1onc(-c2ccccc2Cl)c1C(=O)NCCn1ccc2ccccc21	-1%	1%	-17%	10%	-5%	-21%[46.1 µM]	-1.1%	-3%
CC#CC(C)C(OCOC)C(CC(C)Cc1cc(Br)cc(OCc2ccccc2)c1OC)OC (configuration not stated)	9%[17.5 µM]	x	6%[11.6 µM]	u	8%[17.4 µM]	x	0.0%[10.1 µM]	x
O=C(COC(=O)c1ccc(Br)cc1)NCCc1ccccc1	-5%	-3%	-2%	7%	3%	5%	0.0%	-1%
COC(=O)CC1C(=O)NCCN1C(=O)Nc1ccccc1 (configuration not stated)	-15%	-6%	6%	5%	-2%	-1%[46.1 µM]	-3.9%	1%
C=CCNc1nc2c(c(=O)n(C)c(=O)n2C)n1CC(=C)C	7%	5%	-4%	x	1%	17%	-1.7%	-4%[15.4 µM]
Cc1ccc(CNC(=O)[C@H]2C[C@@H]2[C@H](NP(=O)(c2ccccc2)c2ccccc2)c2ccccc2)o1	18%&3%	2%	-10%&-12%	-7%	-11%&2%	-18%	3.1%&0.7%	-3%
C=CCN(C(=O)c1cc(C)cc(C)c1)C1(C(=O)Nc2ccccc2)CCN(C(C)C)CC1	-3%	-22%	-9%	8%	-3%	-20%	2.6%	-6%
C=C(Cl)COC(=O)C1C2C=CC(C2)C1C(=O)O (configuration not stated)	5%	5%	0%	18µM*	2%	5%[46.1 µM]	-2.2%	-4%
COc1ccc(/C=C2/NC(=O)N(CC(=O)Nc3cccc(C)c3)C2=O)cc1O	2%	-9%	-20%	5%	7%	-19%	-0.8%[10.1 µM]	-5%
Cc1cc(C(=O)OCC(=O)c2c(N)n(C)c(=O)n(C)c2=O)c(C)o1	7%	5%	4%	-5%	4%	0%[46.1 µM]	0.0%	12%
O=C(NCC1CCCO1)c1cc2ccccc2oc1=O (configuration not stated)	-7%	17%	-4%	u	3%	-2%	-2.8%	5%
COc1cc(OC)cc(-n2nnnc2SCC(=O)Nc2nc3c(s2)CCCC3)c1	9%	-6%	u	u	6%	-15%[46.1 µM]	-2.9%	-19%
O=C(OCc1nc2ccccc2s1)C1CCN(S(=O)(=O)c2cccs2)CC1	-6%	-7%	-23%	-6%	-3%	1%[46.1 µM]	-1.0%	6%
COc1ccc(/C=C/C(=O)N(C)Cc2cccs2)cc1S(=O)(=O)N1CCOCC1	1%	13%	-6%	u	-18%	-16%	3.0%	-9%
Cn1c(N)c(S(=O)(=O)N2CCN(Cc3ccccc3)CC2)c(=O)n(C)c1=O	4%	0%	-5%	-5%	1%	14%	-1.2%	-1%
CCN(c1ccccc1)S(=O)(=O)c1ccc(OCC(=O)Nc2cc(C)on2)cc1	11%	8%	-9%	1%	4%	6%[46.1 µM]	-0.9%	-7%
Nc1nc2ccc(S(=O)(=O)c3ccc4nc(N)sc4c3)cc2s1	-4%	-1%	-9%	u	-28%	-21%[7.67 µM]	3.3%	u
